Assay outcomes (PubChem BioAssay)
PAD4 FP inh: inhibitors of human PAD4. recombinant PAD4, RCA probe fluorescence polarization. inhibition, % at 6.36 µM. hit rate 0.41% among 330,000. AID 485272;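 active = percent inhibition above a cutoff equal to the mean of all tested compounds plus 3 SD, cut at about 15% in these data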;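 also: 0% = PAD4 with RCA probe and DMSO and 100% = probe without PAD4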
PREPL inhibitor: inhibits the human prolyl oligopeptidase-like enzyme; Q4J6C6; recombinant PREPL, fluorescence polarization activity-based probe; inhibition, % at 5.96 µM; hit rate 0.68% among 320,000; in the data active = inhibition above about 43%;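 also: 0% = enzyme with DMSO and 100% = wells lacking enzyme; many of its hits are not listed in these tables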
LYPLA1 counter: counter-screen for PME1 inhibitors: inhibitors of human LYPLA1. AID 2174. O75608. hit rate 0.16% among 320,000. recombinant LYPLA1, FP-Rh probe fluorescence polarization. inhibition, % at 5.9 µM;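 active = inhibition above the mean of all tested compounds plus 3 SD, set per campaign, cut at about 14% in these data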;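 also: inhibitors block serine hydrolase probe labeling of LYPLA1 so polarization falls; 0% = enzyme with DMSO and 100% = wells lacking LYPLA1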
Target sequence (O75608 whole entry, looked up): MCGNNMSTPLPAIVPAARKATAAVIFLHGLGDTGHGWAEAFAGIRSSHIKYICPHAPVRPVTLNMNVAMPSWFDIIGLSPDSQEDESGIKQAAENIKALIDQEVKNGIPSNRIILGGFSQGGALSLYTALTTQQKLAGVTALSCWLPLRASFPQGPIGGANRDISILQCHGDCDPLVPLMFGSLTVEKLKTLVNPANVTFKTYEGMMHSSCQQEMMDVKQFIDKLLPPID
PAFAH1B2 inh: PAFAH1B2 (human) inhibition; P68402; recombinant PAFAH1B2, FP-rhodamine activity probe, fluorescence polarization; inhibition, % at 3.39 µM; hit rate 1.2% among 340,000; AID 492953;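 active = inhibition above the mean of all tested compounds plus 3 SD, cut at about 24% in these data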;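 also: 0% = enzyme with DMSO and 100% = wells lacking PAFAH1B2; many of its hits are not listed in these tables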
Target sequence (P68402 whole entry, looked up): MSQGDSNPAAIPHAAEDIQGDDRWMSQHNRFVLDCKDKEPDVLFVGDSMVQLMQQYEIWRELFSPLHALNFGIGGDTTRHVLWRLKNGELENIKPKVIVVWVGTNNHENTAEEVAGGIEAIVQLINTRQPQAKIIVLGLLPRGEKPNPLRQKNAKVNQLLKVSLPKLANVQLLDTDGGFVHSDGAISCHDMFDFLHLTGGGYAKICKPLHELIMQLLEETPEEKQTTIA
GSTO1 counter: blocks human GSTO1 in RBBP9 counter-screen. AID 1974. hit rate 1.1% among 300,000. recombinant GSTO1, activity-based probe fluorescence polarization. inhibition, % at 5.96 µM;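 active = inhibition above the campaign mean inhibition plus 3 SD, cut at about 35% in these data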;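 also: 0% = GSTO1-1 with DMSO and 100% = wells lacking GSTO1-1 enzyme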
Target sequence (P78417 whole entry, looked up): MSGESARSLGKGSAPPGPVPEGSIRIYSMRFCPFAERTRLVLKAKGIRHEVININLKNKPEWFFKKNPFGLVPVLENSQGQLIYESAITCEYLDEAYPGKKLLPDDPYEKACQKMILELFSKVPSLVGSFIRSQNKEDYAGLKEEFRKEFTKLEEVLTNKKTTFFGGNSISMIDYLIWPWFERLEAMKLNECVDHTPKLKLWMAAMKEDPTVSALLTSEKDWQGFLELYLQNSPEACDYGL
PAFAH2 inh: inhibitors of human PAFAH2 | inhibition, % at 3.39 µM | recombinant PAFAH2, FP-rhodamine activity probe, fluorescence polarization | AID 492956 | Q99487 | hit rate 0.99% among 340,000;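 active = inhibition above the mean over all tested compounds plus 3 SD, cut at about 30% in these data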;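 also: inhibitors block probe labeling of enzyme so polarization drops; 0% = enzyme with DMSO and 100% = wells lacking PAFAH2 protein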
LYPLA2 inh: counter-screen for PME1 inhibitors: inhibitors of human LYPLA2 | hit rate 0.38% among 320,000 | AID 2177 | O95372 | inhibition, % at 5.9 µM | recombinant LYPLA2, FP-Rh probe fluorescence polarization;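 active = inhibition above the screen-wide mean plus 3 SD, limit set per campaign, cut at about 26% in these data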;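 also: 0% = LYPLA2 with DMSO and 100% = wells lacking LYPLA2 enzyme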
Target sequence (O95372 whole entry, looked up): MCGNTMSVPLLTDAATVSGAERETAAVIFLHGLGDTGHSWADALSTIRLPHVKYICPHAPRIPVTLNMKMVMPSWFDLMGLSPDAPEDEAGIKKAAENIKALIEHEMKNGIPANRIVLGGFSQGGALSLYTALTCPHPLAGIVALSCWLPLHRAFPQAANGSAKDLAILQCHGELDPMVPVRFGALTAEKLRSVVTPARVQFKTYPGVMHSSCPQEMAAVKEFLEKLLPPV
pPAFAH FP inh: inhibitors of human plasma PAF acetylhydrolase (pPAFAH) | inhibition, % at 3.39 µM | hit rate 1.5% among 330,000 | AID 463082 | recombinant pPAFAH, FP-rhodamine probe fluorescence polarization | Q13093;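 active = inhibition above the mean inhibition across the screen plus 3 SD, cut at about 25% in these data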;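 also: inhibitors block binding of the rhodamine activity-based probe so polarization drops; 0% = enzyme with DMSO and 100% = wells lacking pPAFAH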
PAFAH1B3 inh: PAFAH1B3 (human) inhibition; AID 492972; Q15102; recombinant PAFAH1B3, FP-rhodamine probe, fluorescence polarization; inhibition, % at 3.39 µM; hit rate 0.28% among 340,000;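 active = inhibition above the screen-wide average of all tested compounds plus 3 SD, cut at about 25% in these data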;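 also: 0% = enzyme with DMSO only and 100% = wells lacking PAFAH1B3 protein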
An asterisk follows results filed as active; . = no result given. This is a subset; count on the stated rates, not on these rows.

SMILES	PAD4 FP inh	PREPL inhibitor	LYPLA1 counter	PAFAH1B2 inh	GSTO1 counter	PAFAH2 inh	LYPLA2 inh	pPAFAH FP inh	PAFAH1B3 inh
COc1ccc(-c2noc(CN(C)C(=O)c3ccc4c(c3)OCO4)n2)cc1	-1.3	2.0	-2.1	0.5	5.4	5.4	-0.8	7.6	-4.2
O=C(c1cc(-c2ccc(O)cc2)on1)N1CCCc2ccccc21	1.5	0.7	-1.0	2.2	-4.4	-2.3	-4.2	1.1	3.0
O=C(NCCO)Nc1ccc2nsnc2c1	1.2	-0.8	8.2	4.8	2.5	5.8	5.0	3.5	3.5
CCCOc1ccccc1N/C(=N\S(=O)(=O)c1ccc(C)cc1)Nc1nc(C)cc(C)n1	-2.6	1.8	0.1	5.8	0.9	8.7	13.1	5.2	-0.7
O=C(COc1ccc2ccccc2c1)Nc1nc2ccccc2[nH]1	-6.1	10.0	-1.3	-2.1	12.0	-10.6	-1.1	-5.2	-4.5
O=C(Nc1nc2ccc(S(=O)(=O)N3CCCC3)cc2s1)c1ccccn1	-5.9	12.7	-2.0	4.2	15.6	11.9	1.0	4.3	7.0
COc1ccc(NC(=O)C2CCN(C(=O)C3CC(=O)N(c4ccc(C)cc4)C3)CC2)c(OC)c1 (centres undefined)	5.4	7.4	0.0	7.9	8.2	-7.0	-2.5	0.7	5.5
Cc1ccccc1-c1ccccc1N	-7.3	11.1	-0.9	0.4	4.1	1.0	-6.3	-1.9	5.8
NC(=S)NN=C1c2ccccc2-c2ccccc21	-1.1	2.9	-1.2	3.8	-7.7	1.3	1.1	4.7	7.0
COc1ccc(C=O)cc1COc1ccc([N+](=O)[O-])c(C)c1	-6.6	1.6	-2.4	-6.8	3.0	-2.6	-3.8	7.7	-4.2
CCOC(=O)c1sc2nc(C)[nH]c(=O)c2c1C	3.0	15.8	4.0	2.2	1.6	-2.6	2.5	24.0	4.1
CCN(CC)c1ccc(NC(=O)CN2CCN(c3ccccn3)CC2)cc1	2.7	5.5	-1.5	4.5	0.0	-5.6	0.9	7.4	-2.6
COC(=O)C1CCCN1S(=O)(=O)c1ccc([N+](=O)[O-])cc1 (centres undefined)	-4.3	10.9	-1.1	3.7	5.8	4.4	1.1	-4.0	5.5
O=c1c2cn[nH]c2[nH]c(=S)n1-c1ccccc1F	-3.0	0.7	0.2	3.2	-0.1	-3.8	0.3	3.8	5.7
CC(=O)N1c2ccccc2N(Cc2ccc([N+](=O)[O-])cc2)C(=O)C1(C)C	-1.2	-10.9	1.9	2.7	3.0	-7.5	6.9	1.3	0.7
CN(C)c1cc[n+](CC(=O)c2ccc(-c3ccccc3)cc2)cc1	-1.4	40.5	-0.1	1.4	-4.9	-8.0	4.6	4.3	-2.0
CCC(c1nc2ccccc2c(=O)n1-c1nc2ccccc2s1)N1C(=O)c2ccccc2C1=O (centres undefined)	0.0	-2.7	-2.1	2.7	0.2	0.2	-2.2	0.6	0.7
CC1Cc2ccccc2N1Cc1nc2scc(-c3cccs3)c2c(=O)[nH]1 (centres undefined)	-2.4	8.3	-6.1	6.2	1.4	-7.0	2.8	11.3	5.2
Cc1ccc(/C=N/N=C2/NC(=O)C(CC(=O)Nc3ccc(Cl)cc3)S2)o1 (centres undefined)	0.9	-1.2	-1.3	5.5	-2.9	1.4	-0.8	-0.1	2.5
CC(=O)N(CN1C(=O)c2ccc([N+](=O)[O-])cc2C1=O)c1cccc(C(=O)O)c1	-3.8	-0.7	-3.1	3.2	4.5	-0.9	0.2	3.5	3.3
O=C(CSc1nnc(CNc2ccc(F)cc2)n1Cc1ccco1)N1CCCC1	-0.3	6.6	0.3	1.5	6.4	7.8	6.4	6.9	6.7
O=C(NC1CC1)C1=C[C@@H](c2ccc3c(c2)OCO3)C[C@@H](OCCCCO)O1	0.6	17.7	-1.7	2.3	6.8	6.1	-0.2	0.3	2.9
O=C(Nc1cccc(N2CCCC2)c1)c1cccs1	-3.4	27.7	-6.5	-2.6	7.3	-6.3	-8.6	4.6	-7.5
COc1ccc(S(=O)(=O)Nc2ccc3c(c2)C(=O)N([C@H](C)CO)C[C@H](C)[C@@H](CN(C)C(=O)NC2CCCCC2)O3)cc1	-1.8	10.6	.	8.7	.	7.5	.	6.5	6.5
COc1ccccc1N(CC(=O)Nc1ccc(S(=O)(=O)N2CCCCC2)cc1)S(C)(=O)=O	-1.9	14.6	-0.7	22.7	16.2	-8.8	3.1	3.7	4.8
Cc1nonc1C(=O)N/N=C/c1ccc(O)c(O)c1	0.8	2.4	0.1	2.4	5.9	1.2	-6.5	4.7	6.8
O=C(N/N=C(/c1ccccc1)c1ccncc1)c1ccc2c(c1)OCO2	-0.6	0.0	-0.1	-1.1	-3.2	3.7	2.4	5.1	2.6
COc1cc(C(=O)Nc2ccc3c(c2)C(=O)c2ccccc2C3=O)cc(OC)c1OC	0.3	-0.1	2.0	-0.9	2.5	-2.0	5.9	4.6	7.9
COc1cc(C(=O)Oc2ccccc2)ccc1OCc1c(C)noc1C	-4.2	-5.2	-4.3	1.2	5.0	-9.1	-6.2	-5.4	1.0
CCC(C)(CC(=O)N(C)CCC#N)c1ccccc1 (centres undefined)	-1.6	4.0	1.7	13.5	7.8	0.6	-4.5	2.2	9.9
COc1ccc(CNC(C)C23CC4CC(CC(C4)C2)C3)c(OC)c1OC (centres undefined)	0.7	10.8	-1.4	-0.8	1.5	-3.3	-0.1	-2.3	8.7
CCCCCC(=O)Nc1ccc(-c2csc(N)n2)cc1	-2.4	18.6	1.2	2.6	-1.8	-1.3	4.6	15.1	11.1
CC(C)n1c(CN(C)Cc2ccccc2)nc2c1c(=O)n(C)c(=O)n2C	-1.2	24.1	3.1	.	-0.7	.	-8.9	-1.9	.
CCOc1ccc(NC(=O)C2CCCN(S(=O)(=O)c3c(C)nn(C)c3C)C2)cc1 (centres undefined)	3.3	6.7	2.1	-10.0	-1.7	-5.2	5.8	2.6	12.4
CCc1nnc(NC(=O)c2nc(S(=O)(=O)Cc3ccc(C)cc3)ncc2Cl)s1	-1.9	2.9	-0.1	2.8	-2.8	6.9	0.1	7.5	-5.4
CCCCCOC(=O)CCN1C(=O)/C(=C2\SC(=S)N(CCC(=O)OCCCCC)C2=O)SC1=S	2.7	12.6	-0.2	-4.7	5.3	-18.8	-1.9	9.5	-1.1
COc1ccc(C(=O)NC(=S)NCc2ccco2)cc1Br	-2.4	17.0	-6.1	-2.3	2.2	-1.4	-1.7	-3.1	8.2
CCCCn1c(SCC(=O)Nc2ccc3c(c2)CCC3)nc2ccccc2c1=O	-1.7	-1.2	-5.8	-6.9	1.9	-8.3	0.7	1.5	-1.3
O=C(C1=C(O)C(=O)N(Cc2ccco2)C1c1cccnc1)c1cc2ccccc2o1 (centres undefined)	-9.5	17.1	3.7	2.1	-3.4	14.6	1.2	11.8	11.9
O=C(CSc1nnc(-c2ccccc2F)o1)OCc1ccccc1	0.5	-5.5	3.5	4.0	0.8	7.4	0.3	4.0	11.8
COC(=O)CCC(=O)Nc1cccc2ccccc12	0.5	8.8	1.5	5.7	2.5	-4.2	2.3	6.9	14.2
CCOC(=O)C(Cc1ccccc1)c1ccnc2nc(N)nn12 (centres undefined)	-2.7	0.5	1.1	2.5	2.2	1.9	3.4	2.2	2.1
CCc1nccn1S(=O)(=O)c1ccccc1[N+](=O)[O-]	0.4	12.3	0.9	-1.3	6.5	-3.9	4.1	-0.6	2.8
CSCC[C@H](N)C(=O)NC[C@H]1O[C@@H](n2cnc3c(N)ncnc32)[C@H](O)[C@@H]1O	-4.4	.	.	5.3	.	2.3	.	4.8	3.1
CCOC(=O)CN1C(=O)N[C@@H](CCc2ccccc2)C(C(=O)OC)=C1C	2.9	14.8	-2.4	5.9	0.3	-4.0	3.8	-2.6	9.2
COC(=O)CSc1nnc(-c2ccccn2)n1Cc1ccco1	1.8	1.4	-3.1	1.7	-4.6	-1.3	0.0	3.8	6.7
Cc1nnsc1C(=O)N1CCCC(N2CCN(c3ccc(F)cc3)CC2)C1 (centres undefined)	-6.7	12.7	2.4	2.2	1.6	4.1	5.2	-0.7	3.3
C#Cc1ccc(CN2CCC(N3CCC(C(=O)NCc4ccccn4)CC3)CC2)cc1	-2.5	35.2	-2.6	2.2	-1.4	0.5	-4.8	-8.3	8.6
Cc1ccccc1NC(=O)Cc1nc(COC(=O)c2ccc(S(C)(=O)=O)c([N+](=O)[O-])c2)cs1	3.4	24.1	-18.4	-2.6	.	22.1	-21.6	8.2	-2.6
O=C(N/N=C/c1ccc(O)cc1O)c1ccc(CN2C(=O)c3cccc4cccc2c34)cc1	-8.3	26.4	-37.7	43.0*	-47.8	38.7*	-51.1	29.7*	35.2*
Later entries:
SMILES	PAD4 FP inh	PREPL inhibitor	LYPLA1 counter	PAFAH1B2 inh	GSTO1 counter	PAFAH2 inh	LYPLA2 inh	pPAFAH FP inh	PAFAH1B3 inh
CCc1cc(-c2n[nH]c(=S)n2CC)cs1	1.7	5.8	-4.5	3.6	7.3	-2.6	0.0	3.0	3.5
Cc1cc(-n2cnnn2)cc(C)c1S(=O)(=O)N(C)c1ccccc1	4.6	-3.9	-0.4	-2.4	7.9	-7.8	-0.1	6.8	1.5
CCOC(=O)c1c(C)oc2cc(Cl)c(O)c(CN(C)C)c12	2.7	6.0	3.9	-0.7	3.5	-5.2	1.3	0.5	-0.5
N#Cc1cc2ccccc2nc1SCc1cccnc1	0.5	5.8	1.8	-1.7	-1.4	4.9	6.3	5.0	2.2
Cc1nc(CN(C)C(=O)c2ccccc2OC2CCN(S(C)(=O)=O)CC2)cs1	-6.9	8.3	3.1	0.4	5.2	-1.9	3.8	3.9	2.6
CNS(=O)(=O)c1ccc(NC(=O)c2ccc(Cl)cc2Cl)cc1	-0.1	-1.1	-6.9	3.4	-3.1	-4.1	-1.2	0.3	8.6
COC(=O)c1ccc(COC(=O)[C@@H]2CC(O)CN2S(=O)(=O)c2ccccc2[N+](=O)[O-])cc1 (some centres undefined)	-4.9	3.9	0.4	5.2	-0.8	-2.0	-2.5	-1.7	10.7
O=[N+]([O-])c1cccnc1NCCc1c[nH]c2ccccc12	-4.9	11.7	-1.4	1.0	-5.4	1.0	-3.1	9.4	8.6
COCCNC(=S)N/N=C/c1c2ccccc2cc2ccccc12	-5.6	9.2	-1.7	3.6	-13.4	-8.2	-3.6	7.9	7.7
COc1cc(/C=N/NC(=O)c2ccc(COc3ccccc3Cl)o2)cc(Br)c1O	2.3	26.4	0.3	3.4	11.1	-0.7	-0.7	32.4*	12.9
CC(C)CN(Cc1c(O)ccc2ccccc12)CC(C)C	-0.3	0.0	-5.9	1.4	-8.3	5.6	-4.3	0.5	4.3
COc1cc(OC)c(C2Oc3nc(SC)nnc3-c3ccccc3N2C(C)=O)cc1OC (centres undefined)	6.3	8.3	1.7	6.9	7.5	6.2	4.1	-2.4	-0.6
CCCC(=O)N1CCN(c2ccc(NC(=O)c3ccc4c(c3)OCCO4)cc2)CC1	0.6	6.0	1.9	-2.5	-1.0	2.9	0.6	3.2	8.8
CCNc1nc(NCC)n2c(SCC(=O)Nc3ccc(C(F)(F)F)cc3[N+](=O)[O-])nnc2n1	4.0	-11.9	5.2	17.2	7.3	6.7	4.4	1.1	-2.5
CCCSc1nc(SCC(=O)NCc2ccccc2)c2c3c(sc2n1)COC(C)(C)C3	-1.2	2.9	-0.3	-1.3	0.9	-12.0	4.8	5.0	3.0
COC(=O)[C@]1(C)N[C@H](CN(C)C(=O)Nc2ccc(Cl)cc2)[C@@H]2C(=O)N(C)C(=O)[C@@H]21	-4.5	6.8	.	1.4	.	-4.1	.	-3.5	7.5
